From PubChem BioAssay
PV pol inh = poliovirus RNA polymerase inhibition; hit rate 0.66% among 150,000; P03300; % elongation, % (compound at 16.7 µg/mL); poliovirus polymerase elongation, fluorescence polarization; active compounds read low; in the data active means % elongation below about 90%; further: some results filed as inactive read as strong as hits
Target sequence (P03300 1749-2209 limits assumed): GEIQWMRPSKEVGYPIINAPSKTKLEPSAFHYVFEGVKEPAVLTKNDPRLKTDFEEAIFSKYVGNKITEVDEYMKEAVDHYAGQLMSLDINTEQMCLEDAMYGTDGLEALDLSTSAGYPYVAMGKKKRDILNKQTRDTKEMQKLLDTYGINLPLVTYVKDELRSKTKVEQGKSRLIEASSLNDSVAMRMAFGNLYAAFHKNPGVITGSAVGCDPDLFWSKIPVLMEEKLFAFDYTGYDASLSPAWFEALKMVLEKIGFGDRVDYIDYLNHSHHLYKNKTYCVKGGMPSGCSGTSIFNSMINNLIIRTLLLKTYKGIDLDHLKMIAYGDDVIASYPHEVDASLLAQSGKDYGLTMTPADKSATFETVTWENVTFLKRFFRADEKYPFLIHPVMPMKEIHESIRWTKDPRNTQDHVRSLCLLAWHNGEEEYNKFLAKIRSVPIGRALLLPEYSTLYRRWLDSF
PV pol inh FP z-score = second read-out of PV pol inh, no call of its own (marks repeat the call); z-score; measured here: FP z-score; hits read low
An asterisk follows results filed as active; & = joins results of further samples.

mol | PV pol inh | PV pol inh FP z-score
COc1ccc(-c2cn(-c3ccc(C)cc3)c(S(=O)(=O)CC(=O)Nc3ccccc3)n2)cc1 | 100 | -1.5
Cc1cc2ncn(CCC#N)c2cc1C | 104 | 1.1
CCCCNc1nc2ccccc2n1CC(=O)c1cc(C)n(C)c1C | 105 | 0.3
CCC(C)(C)n1nnnc1CN1CCC(NC(=O)COC)CC1 | 100 | -0.5
NNC(=O)Cc1nc2ccccc2[nH]1 | 107 | 0.5
Cc1nn(-c2ccccc2)c2sc(C(=O)OCc3cscn3)cc12 | 106 | 0.5
Cc1ccccc1Nc1c(-c2ccccc2)nc2cccc(C)n12 | 108 | -0.1
Cc1ccc(-c2nc3ccccc3[nH]2)cc1NC(=O)COc1cccc(C)c1C | 102 | -0.7
CN(C)C(=O)Cn1cc(S(=O)(=O)Cc2ccccc2)c2ccccc21 | 104 | 0.5
N#CCCn1nc(-c2ccccc2)cc1NS(=O)(=O)c1ccc(Cl)c(Cl)c1 | 102 | 0

mol | PV pol inh | PV pol inh FP z-score
COC(=O)CSc1nc2ccccc2n1-c1cccc(C)c1 | 104 | 0.3
Cc1[nH]c2ccc(-c3nnc(SCc4ccc(C(=O)O)cc4)o3)cc2c1C | 103 | 0.2
COc1ccc2ncc(O)cc2c1 | 98 | -0.3
COc1ccc(S(=O)(=O)n2nc(-c3ccco3)nc2NCc2ccc(N(C)C)cc2)cc1 | 107 | 0
N#Cc1ccccc1CSc1n[nH]c(=O)[nH]c1=O | 91 | -2.8
COc1ccccc1OC(C)C(=O)Nc1ccc(-c2nc3ccccc3s2)cc1 (stereo unspecified) | 110 | 0.3
CSCCC(N)c1nc2ccccc2n1Cc1ccccc1 (stereo unspecified) | 102 | 0.3
c1ccc(CN(CCN(Cc2ccccn2)Cc2ccccn2)Cc2ccccn2)nc1 | 104&102 | 0.8&0.2
O=C(Nc1ccc(S(=O)(=O)C(F)F)cc1)C1CC(=O)N(Cc2ccccc2)C1 (stereo unspecified) | 108 | 0.6
O=C(Cn1c(=O)n(-c2ccccc2)c(=O)c2c3c(sc21)CCC3)c1ccc(F)cc1 | 102 | -0.8

Part of the list above, field by field.
COc1ccc2ncc(O)cc2c1
  PV pol inh: 98
  PV pol inh FP z-score: -0.3
COc1ccc(S(=O)(=O)n2nc(-c3ccco3)nc2NCc2ccc(N(C)C)cc2)cc1
  PV pol inh: 107
  PV pol inh FP z-score: 0
N#Cc1ccccc1CSc1n[nH]c(=O)[nH]c1=O
  PV pol inh: 91
  PV pol inh FP z-score: -2.8

Following part
mol | PV pol inh | PV pol inh FP z-score
CCOc1ccc(NC(=O)N(Cc2cn(C)c3ccccc23)C2CCCCC2)cc1 | 106 | 2.2
O=c1c2oc3ccccc3c2n(Cc2cccc(Cl)c2)c(=O)n1Cc1ccco1 | 106 | -0.3
CCOc1ccc(-c2nn(CC(=O)NC3CCCC3)c3c2cnc2ccc(C)cc23)cc1 | 104 | -0.5
COC(=O)/C(=C\c1cccnc1)N(C)C(=O)c1ccc(F)cc1 | 103 | 0.2
CCCS(=O)(=O)NCCc1csc(-c2cccc(C)c2)n1 | 101 | -0.6
CC(=O)c1ccc(N2CCN(C(=O)C3CCN(S(=O)(=O)c4cn(C)cn4)CC3)CC2)cc1 | 106 | -0.1
Cc1ccc(S(=O)(=O)n2nccc2-c2c(-c3ccc(Cl)cc3)noc2C)cc1 | 103 | 0.3
CC1CCCCN1C(=O)C1c2ccccc2Oc2ccccc21 (stereo unspecified) | 100 | -0.5
Cn1c(=NC(=O)Cn2cnnn2)sc2ccccc21 | 102 | 0.1
CCOc1ccc(NC(=O)Cn2cc(C(=O)c3ccc(OCC)cc3)c(=O)c3cc4c(cc32)OCCO4)cc1 | 104 | 0

mol | PV pol inh | PV pol inh FP z-score
COc1cccc2cc(-c3nnc(Nc4ccccc4C)s3)c(=O)oc12 | 110 | 0.7
O=C(NCc1ccc(Cl)cc1)c1cc(-c2ccc(F)cc2)nc2ccccc12 | 101 | -0.3
CN1CCN(NC(=O)Cc2cccs2)CC1 | 101 | 0.2
CC(C)(C)C(=O)Nc1ccn([C@H]2C[C@H](O)[C@@H](COC(=O)C(C)(C)C)O2)c(=O)n1 | 104 | 0.2
O=C(NC(NCC12CC3CC(CC(C3)C1)C2)(C(F)(F)F)C(F)(F)F)c1ccccc1 | 104 | 0.1
COc1ccc2oc(=O)cc(CN3CCN(Cc4ccccc4)CC3)c2c1 | 102 | -1.6
COc1ccc(-c2noc(N3CCCC(C(=O)N(C)c4cc(Cl)ccc4OC)C3)n2)cc1 (stereo unspecified) | 101 | 0.2
O=C(NCCN1CCCC1)Nc1ccccc1C(F)(F)F | 101 | 0
Cc1ccc(C)c(Cc2cc(Cl)ccc2Cl)c1 | 105 | 0
CC1CCc2nc(SC3CC(=O)C4OCC3O4)nc(C(F)(F)F)c2C1 (stereo unspecified) | 102 | -0.3

Entries of single compounds, quoted from the list.
Shown for `CN1CCN(NC(=O)Cc2cccs2)CC1` → PV pol inh = 101; PV pol inh FP z-score = 0.2
Shown for `O=C(NCc1ccc(Cl)cc1)c1cc(-c2ccc(F)cc2)nc2ccccc12` → PV pol inh = 101; PV pol inh FP z-score = -0.3

Other structures.
mol | PV pol inh | PV pol inh FP z-score
CC(C)C(=O)N(c1ccccc1)C1C=CS(=O)(=O)C1 (stereo unspecified) | 102 | 0.1
CCOc1ccc(NC2=CC(=O)CCC2)cc1 | 101 | -0.1
Cc1cccc(C(=O)NCC(=O)NN)c1 | 101 | 0.1
NNc1nc(-c2ccco2)cc(C(F)(F)F)n1 | 103 | 0.4
Cc1cc(SCC(=O)Nc2oc(C)c3c(C)n[nH]c(=O)c23)nc2ccccc12 | 106 | 0.4
CC1C(c2ccccc2)OC(c2ccccc2O)N1C (stereo unspecified) | 102 | 0.1
COc1ccc(OC)c(/C=C/C(=O)NCCN2CCC(N(C)C3CCCCC3C)CC2)c1 (stereo unspecified) | 101 | 0
Cn1c(=O)c2c(nc(Oc3ccccc3)n2Cc2c(Cl)cccc2Cl)n(C)c1=O | 107 | -0.2
CCOc1ccc(C(=O)N2CCC(c3nc4ccccc4o3)CC2)cc1 | 107 | 0.3
CC(C)n1cc(C(=O)c2ccccc2O)cc1-c1nc2ccccc2c(=O)[nH]1 | 101 | 0.1

mol | PV pol inh | PV pol inh FP z-score
Cc1cc(SCc2ccc(F)cc2)c(C)cc1Cl | 103 | 0.2
Cc1nn(C(C)C(=O)NC(C)CCc2ccccc2)c(=O)c2cc3sccc3n12 (stereo unspecified) | 102 | 0.2
COc1ccc(Cn2nnnc2CN2CCc3ccccc32)cc1 | 102 | 0.3
CCC1c2ccc(C)n2CCN1C(=O)Nc1ccccc1Cl (stereo unspecified) | 101 | -0.5
CC1=C/C(=N\NC(=O)COc2ccc(C#N)cc2)CC(C)(C)C1 | 99 | -0.4
CCCCNC(=O)CN1C(=O)COc2ccc(S(=O)(=O)N3CCCCCC3)cc21 | 107 | 0.7
Cc1ccc(S(=O)(=O)N2CC=C(C(=O)NCc3cccs3)CC2)cc1 | 101 | -0.1
CNC(=O)Nc1ccc(C(=O)NC)cc1 | 98 | -0.4
Cc1ccc2c(c1)-c1c(cnn1CC(=O)NCCc1ccsc1)CO2 | 101 | -0.3
COc1ccc(Cl)cc1C(=O)Nc1ccc(F)cc1F | 102 | -0.1

compound,PV pol inh,PV pol inh FP z-score
COC(=O)CSc1nnc(-c2ccncc2)n1-c1ccc(OC)cc1,99,-0.5
COc1cc(OC)c(NC(=O)C(Cc2ccccc2)NS(=O)(=O)c2cccc3nsnc23)cc1Cl (stereo unspecified),106,0.4
COc1cccc(C(=O)N2CCC(N3CCN(Cc4ccc(F)cc4)C(=O)C3=O)CC2)c1,107,0
Cc1cccn2c(=O)cc(CSc3nnc(NC(=O)c4ccc(F)cc4)s3)nc12,108,0.4
CCNC(=S)NS(=O)(=O)c1ccccc1,103,0.6
O=C(Nc1ccc(F)cc1F)c1cc(-c2ccc(Cl)cc2)on1,103,-0.1
O=C1c2ccccc2C(=O)N1CCN1CCCCC1,103,0.1
CCOc1ccc(NC(=O)CN2C(=O)C3(OCCCO3)c3ccccc32)cc1,101,-0.4
Cc1ccc(C2C(=O)N(C3CCCCCC3)CC(=O)N2C2CCCCC2)cc1 (stereo unspecified),100,-0.1
COc1ccc(S(=O)(=O)NCCN2CCOCC2)cc1-c1nnc2c3ccccc3c(C)nn12,103,0.5
CSc1ncc(C(=O)NCc2ccc(F)cc2)c(C(F)(F)F)n1,99,-1.4
CNC(=O)Nc1ccc(C2SCCS2)cc1,105,0
COc1ccccc1C(=O)Nc1c(C(=O)N(C)Cc2ccccc2)sc2nc(C)c(Cl)c(C)c12,109,1
O=C(Cn1cc(S(=O)(=O)c2ccc(Cl)cc2)c(=O)c2ccccc21)Nc1ccc2c(c1)OCO2,104,-0.7
N#CCc1c(C#N)c(N)nc(NCc2ccccc2)c1C#N,105,0.5
Cc1cccc(C(C)C)c1NC(=O)CSc1ncnc2ccccc12,101,-0.2
COC(=O)c1ccc(C2c3c(oc4ccc(F)cc4c3=O)C(=O)N2CCCN(C)C)cc1 (stereo unspecified),101,-0.1
CC(C)N(C(=O)Cn1ccc(=N)c2ccccc21)C(C)C,102,0.1
Cc1ccc(C)c(S(=O)(=O)c2cn(Cc3ccccc3)c3cc(F)c(F)cc3c2=O)c1,107,0.8
O=C1CSC(=S)N1c1ccc(F)c(F)c1,99,-0.3
O=C1CCC(C(=O)OCc2c(Cl)cccc2Cl)N1 (stereo unspecified),105,0.3
COc1ccc(OC)c(NC(=O)c2cnc(N3CCCC3)nc2C)c1,111,0.8
COC(=O)c1ccc(N=c2sc(C(=O)OC)cc(=O)n2Cc2ccccc2)cc1,101,0
Cn1c(C(C#N)C(=O)c2cccc(S(=O)(=O)N3CCc4ccccc43)c2)nc2ccccc21 (stereo unspecified),101,-0.2
CCN(C(=O)Cn1nc(Cc2ccncc2)c2ccccc2c1=O)c1ccc(OC)cc1,108,1
CC(C)c1ccc(NC2=CC(=O)CC(C)(C)C2)cc1,102,0.3
O=C(Nc1ccc(N2CCCCC2)cc1)Nc1ccc(F)cc1F,102,0.2
Cc1nc(-c2ccccn2)nc(NC2CCN(c3ncc(C(F)(F)F)cc3Cl)CC2)c1Cl,116,1.7
Cc1ccc(-n2c(C)cc(/C=N/NC(=O)CC3(C)OCCO3)c2C)cc1,103,0.4
O=C(COC(=O)c1ccccc1O)c1ccc(Cl)cc1,99,-0.3

compound,PV pol inh,PV pol inh FP z-score
Cc1cc(CO)sc1C,100,-0.8
Cc1cc(C)n2c(CNC(=O)c3ccc(S(=O)(=O)N4CCCCCC4)cc3)nnc2n1,101,-0.4
COC(=C(C#N)C#N)c1c(-c2c(Cl)cccc2Cl)noc1C,102,0.2
Cc1ccc2[nH]c3c(C#N)c(=O)c4nc(N5CCCC5)ncc4n3c(=O)c2c1,114,1.1
Nc1nc(N)nc(SCC(=O)N2CCSC2c2ccccc2F)n1 (stereo unspecified),108,0.8
CCCc1cc(-c2[nH]ncc2-c2ccc(C(=O)OCC)o2)c(O)cc1O,102,0.1
COc1cc(NS(=O)(=O)c2ccc3oc(=O)c4ncn(C)c4c3c2)cc(OC)c1,100,-1.2
C=CCn1c(SCc2ccc(C#N)cc2Cl)nnc1-c1cccc(OC)c1,101,-0.1
Clc1ccc(-c2nc3cnccn3c2NC2CCCC2)cc1,99,-0.1
COc1ccc(-n2c(SCC(=O)O)nc3c([nH]c4ccccc43)c2=O)cc1OC,102,0
COc1ccc(CCC(=O)NC2CC(=O)N(c3ccc(C)cc3)C2)cc1 (stereo unspecified),103,-0.9
Cc1cccc(NC(=O)c2sc3nc(-c4cc5ccc(O)cc5oc4=O)[nH]c(=O)c3c2C)c1,94,-2.3
OCc1nc2c(ccc3ccccc32)[nH]1,102,0
Cc1nc2nc(NCc3c(F)cccc3Cl)[nH]n2c(=O)c1C,101,-0.1
CCOC(=O)c1ccccc1NC(=O)N1CCC(CN2CCCCC2)CC1,111,0.2
O=C(/C=C1\Sc2ccccc2NC1=O)NCc1ccco1,103,0.3
Cc1ccc(NC(=S)NC(=O)CC(C)C)cc1,102,0.3
Cn1c(-c2nonc2NC(=O)c2cccs2)nc2ccccc21,104,0.1
COc1cccc(-c2c(C(N)=O)nnc3cc(-c4ccccc4)nn23)c1,102,-0.8
COCCn1cc(C(=O)NC2CCCCCC2)c2c3ccccc3n(C)c2c1=O,100,-0.4
O=C(CSc1nnc(-c2c[nH]c3ccccc23)o1)NC1CC1,103,0.1
CC1CC2OC(C)(C)OC2C(OC(=O)c2ccccc2)O1 (stereo unspecified),103,0
COc1ccc(NC(C)=S)cc1OC,102,0.1
Cc1ccc(CNC(=O)c2ccc3c(O)c(S(=O)(=O)c4ccc(Cl)cc4)c(=O)[nH]c3c2)cc1,106,0
Cc1cc(C)nc(SCC(=O)OCC(=O)c2cc(C)n(C)c2C)n1,105,0.3
COc1cc2nc(NC(=O)c3ccc(S(=O)(=O)N4CCCC4)cc3)sc2cc1OC,104,0.2
O=C(CCc1c[nH]c2ccccc12)OCc1nnc(-c2ccccc2)o1,100,-0.5
c1ccc(OCCSc2nncn2-c2ccccc2)cc1,104,0.3
CCOc1ccc(C=NC2=C(C#N)CCC2)cc1OC,98,-0.7
CCCCC/C=C\C/C=C\C/C=C\C/C=C\CCCCCC(=O)NCCO,103&99,0.8&-0.2

compound,PV pol inh,PV pol inh FP z-score
CCOc1ccc(-c2[nH]ncc2-c2csc(C)n2)c(O)c1,106,0.7
O=C(COC(=O)c1ccc2c(c1)OCCO2)NCc1ccccc1,101,-0.3
CC1CCN(S(=O)(=O)c2ccc3nc(NCc4ccc(F)cc4)ccc3c2)CC1,111,0.8
Oc1ccccc1CNCc1ccccn1,101,-0.2
O=C(Nc1nc2ccc(Cl)cc2s1)c1ccc(S(=O)(=O)N2CCCC2)cc1,112,1
COC(=O)c1ccc(OC2OCCOC2Oc2ccc(C(=O)OC)cc2)cc1 (stereo unspecified),104,0.5
Cn1c(C(=O)NCc2ccccc2)cc2oc3ccccc3c21,102,-0.5
CCc1ccc(CNC(=O)COc2cc(=O)n(C)c3ccccc23)cc1,102,-0.3

This is a subset; the hit share may differ from the screen's.
